Bfl-1 Bim block = inhibitors of Bim-Bfl-1 interaction, human | hit rate 0.12% among 190,000 | Bead-based flow cytometry, Bim-Bfl-1 binding inhibition | AID 1008 | inhibition, % at 10 µM | Q16548;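 further: 0% = wells without compound plus tracer and 100% = blocker peptide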
Cdc42 wt = modulators (inhibitors or activators) of GTP binding to human Cdc42 wildtype. P60953. GST-Cdc42 beads, Bodipy-GTP binding, flow cytometry; actives lie on both sides. percent activity (GTP binding), % at 10 µM. hit rate 0.2% among 190,000;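 active means percent activity GTP binding at least 20 points away from the 100% baseline, either down as inhibitor or up as activator; inconclusive means compound flagged as likely green fluorescent from well-wide comparison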;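 further: median bead fluorescence of bound Bodipy-FL-GTP at 100 nM; 0% = excess unlabeled GTP control and 100% = no compound control; below 100% means less GTP binding so inhibitor and above means activator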
Target sequence (P60953 whole entry, looked up): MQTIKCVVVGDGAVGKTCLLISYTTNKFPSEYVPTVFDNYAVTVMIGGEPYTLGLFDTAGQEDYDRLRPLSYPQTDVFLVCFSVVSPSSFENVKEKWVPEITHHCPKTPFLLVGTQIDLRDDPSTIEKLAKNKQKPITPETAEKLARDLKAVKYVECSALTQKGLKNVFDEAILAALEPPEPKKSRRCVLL
Rab7 wt modul = alters GTP binding to wildtype dog Rab7; GST-Rab7 beads, fluorescent GTP binding, flow cytometry; actives lie on both sides; untreated = 100%, excess cold GTP = 0%; hit rate 0.055% among 190,000; GTP binding activity (percent of control), % at 10 µM;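 active means fluorescent GTP binding to Rab7 beads changed by at least 20 points from the 100% baseline, either direction, mostly lower; inconclusive means compound itself probably fluorescent, or too few beads counted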;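 further: median green fluorescence of bound Bodipy-FL-GTP per Rab7 bead population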
HRas wt GTP bind = modulators of GTP binding to human HRas wildtype. P01112. GST-Ras wt beads, Bodipy-FL-GTP binding, flow cytometry; actives lie on both sides. GTP binding activity, % at 10 µM. hit rate 0.14% among 190,000. AID 759;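 active means GTP binding activity at least 20% away from the 100% baseline, either lowered as inhibitor or raised as activator; inconclusive means flagged as likely green fluorescent, judged across all proteins in the well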;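 further: 0% = unlabeled GTP competition control and 100% = no-compound control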
Target sequence (P01112 whole entry, looked up): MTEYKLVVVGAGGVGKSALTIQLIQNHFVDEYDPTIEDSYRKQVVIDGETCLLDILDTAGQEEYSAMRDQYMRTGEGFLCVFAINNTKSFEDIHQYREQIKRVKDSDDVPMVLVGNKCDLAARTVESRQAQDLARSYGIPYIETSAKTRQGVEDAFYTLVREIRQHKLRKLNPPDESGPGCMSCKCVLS
Bim-Bcl-XL = inhibitors of Bim-Bcl-XL interaction, human; Bim peptide-Bcl-XL binding, bead flow cytometry, fluorescence; inhibition, % at 10 µM; hit rate 0.04% among 190,000; AID 1007
Target sequence (Q07817 whole entry, looked up): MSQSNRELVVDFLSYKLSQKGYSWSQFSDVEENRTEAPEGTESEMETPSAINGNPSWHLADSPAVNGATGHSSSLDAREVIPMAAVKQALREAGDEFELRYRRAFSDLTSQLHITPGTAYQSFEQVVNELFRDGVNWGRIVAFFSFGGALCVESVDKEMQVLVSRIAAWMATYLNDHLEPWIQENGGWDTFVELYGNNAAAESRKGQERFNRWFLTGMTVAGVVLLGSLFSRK
Rac1 act GTP bind = modulators of GTP binding to human Rac1 activated mutant; P63000; GST-Rac1 activated beads, fluorescent GTP binding, flow cytometry; actives lie on both sides; 100% means binding = to untreated wells; percent activity (GTP binding), % at 10 µM; hit rate 0.11% among 190,000;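 active means GTP binding at least 20 percentage points away from the 100% baseline, in either direction, so actives lie on both sides; inconclusive means Compound likely fluorescent itself, or too few beads counted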
Bim-Bcl-2 = human Bim-Bcl-2 interaction inhibition | P10415 | Bead-based flow cytometry, Bim peptide-Bcl-2 binding | inhibition, % at 10 µM | hit rate 0.06% among 190,000; in the data active means inhibition above about 40%; inconclusive means no clear call, values can overlap the other calls;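 further: 0% = no compound wells with probe peptide and 100% = reference peptide inhibitor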
Bim-Bcl-B = inhibitors of Bim-Bcl-B interaction, human. Q9HD36. bead-based flow cytometry, Bim peptide-Bcl-B binding. inhibition, % at 10 µM. hit rate 0.073% among 190,000;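 further: 0% = tracer peptide without compound and 100% = reference inhibitor peptide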
Target sequence (Q9HD36 whole entry, looked up): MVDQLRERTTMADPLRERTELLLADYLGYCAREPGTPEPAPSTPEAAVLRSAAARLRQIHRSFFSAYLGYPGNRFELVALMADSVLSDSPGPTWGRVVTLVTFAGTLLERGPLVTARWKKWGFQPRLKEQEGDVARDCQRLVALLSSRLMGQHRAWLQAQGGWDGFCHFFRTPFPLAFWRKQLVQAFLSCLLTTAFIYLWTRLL
Bim-Bcl-W = human Bim-Bcl-W interaction inhibition; AID 952; bead-based flow cytometry, Bim peptide-Bcl-W binding; Q92843; inhibition, % at 10 µM; hit rate 0.02% among 190,000;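 further: 0% = bound tracer without compound and 100% = peptide blocker; higher means less fluorescent Bim peptide bound to Bcl-W beads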
Rac1 wt GTP bind = human Rac1 wildtype GTP binding, inhibitors and activators; P63000; GST-Rac1 beads, fluorescent GTP binding, flow cytometry; actives lie on both sides; 0 = cold GTP competed, 100 = untreated; GTP binding activity (% of control), % at 10 µM; hit rate 0.27% among 190,000; AID 757;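 active means GTP binding activity at least 20 points away from the 100% control level, either lower or higher; inconclusive means compound flagged as likely green fluorescent, judged across all proteins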
Rab2A wt mod = changes GTP binding to wildtype dog Rab2A, up or down; P61105; GST-Rab2 wt beads, Bodipy-GTP binding, flow cytometry; GTP binding activity, % at 10 µM; AID 760; hit rate 0.19% among 190,000;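 active means GTP binding activity at least 20 points away from 100%, either lowered or raised; inconclusive means signal likely due to the compound's own green fluorescence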;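 further: 0% = beads with excess unlabeled GTP and 100% = no-compound control corrected for plate trend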
* = called active by the depositor; u = inconclusive; & = joins results of further samples. Unless noted, no stated cut-off is given here; in the data, active means inhibition above about 40%.

Molecule	Bfl-1 Bim block	Cdc42 wt	Rab7 wt modul	HRas wt GTP bind	Bim-Bcl-XL	Rac1 act GTP bind	Bim-Bcl-2	Bim-Bcl-B	Bim-Bcl-W	Rac1 wt GTP bind	Rab2A wt mod
O=[P+](Cc1ccccc1)Cc1ccccc1	-16	103	103	102	-6	98	-8	-8	-1	104	103
CN1CCN(Cc2ccc(N)cc2)CC1	-2	101	98	99	0	99	-2	0	0	98	98
COc1ccccc1-n1c(O)c(C=NCCCn2ccnc2)c(=O)[nH]c1=O	-9	98	101	99	-2	99	-9	-6	0	102	99
COc1cccc(-n2c(O)c(C=NCCN3CCOCC3)c(=O)[nH]c2=O)c1	-2	u	u	u	-2	u	-4	-3	-4	u	u
COc1cccc(N2C(=O)CC(=O)NC2=O)c1	1	102	102	101	-3	100	0	3	0	107	101
C[n+]1ccc(-c2ccncc2)cc1	-10	98	99	97	5	97	-4	-6	-2	98	99
O=C1CSC2N1CCNC21CCCCC1 (stereo unspecified)	0	98	98	99	-1	94	0	-3	-2	96	96
O=C(COc1ccc2ccccc2c1)N1CCN(CC2CC3C=CC2C3)CC1 (stereo unspecified)	2	95	91	95	0	90	2	0	0	90	91
Cn1cc(C(=O)N2CCC3(CC2)OCCO3)c2c3ccccc3n(C)c2c1=O	0	101	98	99	-2	99	-7	-2	-2	99	99
CCCCOc1nc2ccccc2c(=O)n1-c1ccccc1	-2	93	100	98	-2	97	-3	-4	-4	100	99
CC1CN(c2cc([N+](=O)[O-])ccc2Cl)CC(C)N1 (stereo unspecified)	4	96	95	95	1	92	0	4	-3	99	94
COc1ccccc1N1CCN(Cc2cc(C)c(C)cc2O)CC1	-1	103	102	101	0	100	-2	1	0	104	103
N[C@@H](Cc1c[nH]c2ccccc12)c1nnc(SCc2c(F)cccc2Cl)o1	-2	100	100	102	2	98	0	2	-1	101	102
Cc1ccc(-c2nc3ccccc3c(=O)n2-c2cccnc2)cc1	0	103	105	102	0	103	2	0	0	106	104
Cn1c(=O)n(CC(=O)N2CCC3(CC2)OCCO3)c(=O)c2ccccc21	-11	98	99	99	5	98	-8	-9	-1	101	97
CC(Cc1ccccc1Sc1ccccc1)N(C)C (stereo unspecified)	-2	100	102	99	-1	98	2	4	0	100	96
Cc1ccc2c(c1)CC1(CN2C)C(=O)NC(=O)N(C(C)C)C1=O (stereo unspecified)	-26	106	100	102	-12	102	-14	-13	-8	109	104
CCOC(=O)[C@]1(C#N)[C@@H]2C=CC(C(C)=O)=CN2[C@@H](C(N)=O)[C@@H]1c1ccsc1	0	106	103	104	-3	101	-2	-8	0	106	104
CCCC(=O)NC(Oc1ccc(C(C)=O)cc1)C(Cl)(Cl)Cl (stereo unspecified)	0	96	94	95	-2	95	-1	-2	3	98	96
CC(=O)NC(Cc1ccc(N(CCCl)CCCl)cc1)C(=O)NCC(=O)NCC(=O)O (stereo unspecified)	-3	96	103	101	0	99	-1	-4	0	100	100
O=C(C1CCC(=O)N1C1CCCCC1)N1CCC2(CC1)OCCO2 (stereo unspecified)	4	103	102	102	-1	100	4	4	-7	109	103
Oc1ccc(C2NCc3ccccc3-n3cccc32)cc1Cl (stereo unspecified)	0&-4	103&102	102&101	102&96	1&-3	99&97	-1&0	-1&-1	1&0	100&98	102&97
CCCCCn1c(NC(=O)c2ccco2)c(C(=O)OCC)c2nc3ccccc3nc21	7	96	95	99	-3	95	4	-5	0	98	94
Cc1ccc(N2CCN(CCc3ccccc3)CC2)cc1	0	98	99	99	-4	95	-1	0	0	97	98
Cc1cc(O)c(CN2CCN(c3ccccc3)CC2)cc1C	-11	106	104	106	-3	103	-10	-5	1	110	104
O=c1c2ccccc2nc(-c2ccco2)n1-c1ccccn1	-14	105	100	101	2	100	-4	-5	0	104	101
CC(C)(C)n1c(O)c(C=Nc2ccc3c(c2)CCC3)c(=O)[nH]c1=O	0	101	95	100	-1	99	-3	-3	-2	99	99
COc1ccc(C2SCC(=O)Nc3c2c(=O)[nH]n3C2CCCCCC2)cc1 (stereo unspecified)	-7	101	103	100	1	97	-3	-3	3	101	99
CCOC(=O)C1=C(C)N(C)C2(C)CC1c1ccccc1O2 (stereo unspecified)	-15	99	93	96	-9	95	-10	-5	-1	98	97
COc1ccc(Cl)cc1C(=O)C1CCCN(Cc2cnc(C)s2)C1 (stereo unspecified)	-5	90	99	93	-6	92	-4	0	1	92	93
Cc1sc2nc(COC(=O)Cc3ccccc3)[nH]c(=O)c2c1C	-7	98	98	98	-12	96	-2	-2	4	96	96
O=C1NC(=O)N(CCC2=CCCCC2)C(=O)/C1=C/c1ccc(O)cc1	-14	98	97	95	-8	96	-10	-9	-7	101	97
N#Cc1c(/N=C/c2ccc(O)cc2O)sc2c1C1CCN2CC1	3	102	96	99	-3	100	1	-3	0	101	97
Cc1cccc(OP(=O)(Oc2ccccc2)OC(c2ccccc2)C(F)(F)F)c1 (stereo unspecified)	-1	94	98	98	-1	97	0	-3	0	103	95
O=C(Cc1ccccc1[N+](=O)[O-])N1CCN(Cc2ccc3c(c2)OCO3)CC1	-8	97	95	96	0	95	-5	-3	-1	97	97
CCC(=NCCCN1CCOCC1)c1c(O)n(Cc2ccccc2)c(=O)[nH]c1=O	-8	100	97	99	-5	97	-9	-6	-2	99	100
COC(=O)C1=C(N)Oc2cc(C)oc(=O)c2C12C(=O)Nc1ccccc12 (stereo unspecified)	-5	96	101	96	-2	96	0	-1	-4	91	98
CCOC(=O)CC1=C(C(=O)OCC)C2(C(=O)N1CC(=O)OC)C(C#N)=C(N)Oc1ccccc12 (stereo unspecified)	-4	96	94	96	-5	94	-4	-1	-4	95	94
Cc1c2cnn(CC(=O)N3CCC4(CC3)OCCO4)c(=O)c2c(C)n1Cc1ccccc1	-11	100	103	102	2	99	-5	-3	3	105	102
CCCCCc1nc2ccccc2c(=O)n1-c1ccc(Cl)cc1[N+](=O)[O-]	-7	100	97	98	-1	100	-8	-10	0	102	98
Cc1nc2c(-c3ccc(F)cc3)c(C)nn2c(C)c1CCC(=O)N1CCC2(CC1)OCCO2	1	88	95	92	1	90	1	0	2	91	92
CC(=O)Nc1cc(C(=O)N2CCC3(CC2)OCCO3)ccc1Sc1ccc(C)cc1	-1	94	92	95	-2	93	0	0	-4	92	91
CCN1CCN(c2cn[nH]c(=O)c2Cl)CC1	1	93	96	93	-1	97	-1	-1	1	100	93
N=C1c2ccccc2CN1NC(=O)c1ccc(Cl)cc1	-1	104	102	101	-1	100	-2	-1	0	100	103
CN(C)C(=S)SSC(=S)N(C)C	25	97	96	95	-11	95	0	-47	-6	100	98
CCOC(=O)C1CCN(/C=C2/C(=O)NC(=O)N(Cc3ccco3)C2=O)CC1	-5	99	99	100	-2	98	3	2	-2	99	99
Cc1ccccc1-n1c(-c2ccoc2)nc2ccccc2c1=O	-4	97	94	95	-2	94	-1	-3	1	100	96
Cc1c(N=Cc2c(O)n(CCc3ccccc3)c(=O)[nH]c2=O)c(=O)n(-c2ccccc2)n1C	-10	103	97	101	-1	99	-4	-2	2	102	100
Cc1[nH]c2ccccc2c1C(=O)C(=O)N1CC2CC(C1)c1cccc(=O)n1C2 (stereo unspecified)	-6	96	105	99	-14	95	-6	-6	-10	102	98
Cc1cc(S(=O)(=O)NC(C)C)ccc1OCC(=O)N1CCN(Cc2ccc3c(c2)OCO3)CC1	-2	102	103	104	0	99	0	-2	2	107	102
O=C1NC(=O)N(Cc2ccccc2Cl)C(=O)/C1=C/N1CCOCC1	-13	100	98	100	-6	98	-5	-6	0	102	101
CCCC12CN3CN(C1)CC(CCC)(C3)C2O (stereo unspecified)	-16	100	99	99	-4	99	-14	-6	-1	99	100
Brc1ccc2c(c1)C(OC1CN3CCC1CC3)c1ccccc1CS2 (stereo unspecified)	0	106	102	104	-12	102	-25	-17	-7	108	101
CCOC(=O)C1(CCc2ccccc2)CCN(Cc2ccc3c(c2)OCCO3)CC1	-3	98	104	98	0	96	1	-3	-1	102	99
Cc1ccc(-n2c(O)c(/C=N/N3CCOCC3)c(=O)[nH]c2=S)cc1	-10	96	100	99	-7	98	-9	-12	-6	105	96
Cn1c(C(=O)N2CCC3(CC2)OCCO3)cc2c(=O)n(C)c3ccccc3c21	-1	99	102	99	0	98	-3	-1	-1	99	98

An excerpt, so the mix of outcomes need not match the whole.
